BL2 CD40 inh: inhibitors of CD40-induced NF-kB signaling, primary screen, BL2 cells, luciferase reporter, single point. CD40L-induced, 4 h. inhibition, % at 10 µM. 83,000 compounds, 0.94% hits. AID 1053188, 2014;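 active means mean inhibition of at least 50% with a set share of replicates also reaching that level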;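 further: 0% = neutral control wells and 100% = IKK inhibitor VII at 50 µM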
Numbers without * were called inactive; & = joins results of further samples; [ ] = remark or other dose.

SMILES	BL2 CD40 inh
CCOC(=O)C1CN(C(=O)OCC)CC1=NNC(N)=O (stereo unspecified)	5.0
COc1ccc(CC(=O)N2N=C(C)CC2(O)C(F)(F)F)cc1 (stereo unspecified)	5.8
CO[C@@H]1CN(C)C(=O)c2cc(NC(=O)C3CC3)ccc2OC[C@@H](C)N(Cc2cc(F)ccc2F)C[C@H]1C	1.0[25 µM]
CN1C(=O)c2cc(NC(=O)c3cnccn3)ccc2OC[C@@H]2O[C@@H](CC(=O)NCC3CC3)CC[C@H]21	-0.6
COc1ccc(-c2cc(C(=O)NCC3CCCO3)on2)cc1OC (stereo unspecified)	-25.0
Cc1nc(C)c(C(=O)OCC(=O)N(C)c2ccccc2)s1	5.4
O=C(NC1CCCC1)[C@H]1[C@H](CO)[C@H]2Cn3c(ccc(C4=CCCC4)c3=O)[C@@H]1N2CC1CC1	-6.6
O=C(Nc1ccc2ccccc2c1)c1cccnc1	-125.0
NS(=O)(=O)c1ccc2ccccc2c1	6.1
c1csc(-c2csc3ncnc(NCCCN4CCOCC4)c23)c1	22.5

Among those listed so far, these have four or more nitrogen atoms.
SMILES	BL2 CD40 inh
CCOC(=O)C1CN(C(=O)OCC)CC1=NNC(N)=O (stereo unspecified)	5.0
CN1C(=O)c2cc(NC(=O)c3cnccn3)ccc2OC[C@@H]2O[C@@H](CC(=O)NCC3CC3)CC[C@H]21	-0.6
c1csc(-c2csc3ncnc(NCCCN4CCOCC4)c23)c1	22.5

Arranged by the number under BL2 CD40 inh (low to high): 3 of the compounds above
SMILES	BL2 CD40 inh
O=C(Nc1ccc2ccccc2c1)c1cccnc1	-125.0
CCOC(=O)C1CN(C(=O)OCC)CC1=NNC(N)=O (stereo unspecified)	5.0
NS(=O)(=O)c1ccc2ccccc2c1	6.1

(listing goes on)
SMILES	BL2 CD40 inh
CN(c1cccc2cccnc12)S(=O)(=O)c1ccccc1	-4.4
COc1ccc(C2CC2/C(=N/OC(=O)c2cccs2)c2ccccc2)cc1 (stereo unspecified)	-100.6
CN(C)C(=O)c1cccc(-c2ccc3c(c2)[C@@H]2[C@@H](CCN2C(=O)C2CCC2)[C@@H](CO)N3)c1	-1.0[25 µM]
CC(=O)Nc1c(C(=O)N2CCOCC2)sc2nc3c(cc12)COC(C)(C)C3	2.6
O=C(c1cc2c(c(-c3cccc(Br)c3)n1)[C@H](CCO)NC2)N1CCCCC1	-4.0[25 µM]
CN(Cc1c(C(=O)N2CCCCCCC2)nc2ccc(Cl)cn12)C1CCOC1 (stereo unspecified)	-0.1
Cc1cc(C)c2c(=O)[nH]n(C3CC(C)N(C)CC3C)c2n1 (stereo unspecified)	-17.7
O=C(NCCN1CCCCCC1)C1CCCN1S(=O)(=O)c1cccc2nsnc12 (stereo unspecified)	15.1
Cc1c(/C=N\NC(=O)c2cc3ccccc3o2)c2ccccc2n1C	17.7
COc1ccc(N2CCN(CCNC(=O)c3c(C)cc(=O)oc3C)CC2)cc1	13.4

Among those listed so far, two have fluorine.
SMILES	BL2 CD40 inh
COc1ccc(CC(=O)N2N=C(C)CC2(O)C(F)(F)F)cc1 (stereo unspecified)	5.8
CO[C@@H]1CN(C)C(=O)c2cc(NC(=O)C3CC3)ccc2OC[C@@H](C)N(Cc2cc(F)ccc2F)C[C@H]1C	1.0[25 µM]

Continued:
SMILES	BL2 CD40 inh
O=C(CCc1c[nH]c2ccccc12)N1CCN(S(=O)(=O)c2ccccc2)CC1	3.9
CN1C(=O)c2cc(NC(=O)C3CCOCC3)ccc2OC[C@@H]2O[C@H](CC(=O)NCc3ccccc3F)CC[C@@H]21	2.7[25 µM]
COc1ccc(-c2ccc(CCC(=O)O)n2CC(=O)Nc2cccc(OC)c2)cc1	-2.4
CCN(CC)S(=O)(=O)c1cccc(C(=O)NCC(c2ccccc2)N(C)C)c1 (stereo unspecified)	-3.1
O=C(c1ccco1)N1CCN(S(=O)(=O)c2ccc(Oc3ccccc3)cc2)CC1	15.5
O=C(NCCN1CCN(C(=O)Nc2ccccc2)CC1)Nc1ccccc1	-15.7
O=C(COc1ccc(Cl)cc1Cl)NC(=O)NC1CCCC1	-66.2
COc1ccc(-c2cc3c(=O)n(CC(=O)Nc4cccc(Cl)c4)ncn3n2)cc1	-26.7
O=C(COc1ccccc1F)N1N=C(c2cccs2)CC1c1ccco1 (stereo unspecified)	-11.5
Cc1ccc(SCC(=O)NCC2CCCO2)cc1 (stereo unspecified)	-10.8
Cc1nnc(Oc2ccc([N+](=O)[O-])cc2)c2ccccc12	-50.1
CCn1c(=O)n(CCc2ccccc2)c(=O)c2c3c(sc21)CCCC3	11.1
COc1ccc2c3c(n(C)c2c1)[C@H](CO)N(C(=O)C1CC1)CC31CCN(Cc2cccc(F)c2)CC1	-6.3[25 µM]
CC(C)(CNC(=O)c1sc2cc(Cl)ccc2c1Cl)N1CCOCC1	-14.4
COc1ccc(NC(=O)C(c2ccc(C)cc2)N(C)C(=O)CC2NC(=O)NC2=O)cc1 (stereo unspecified)	15.1
O=C(Cn1cnc2c(nnn2Cc2ccccc2)c1=O)c1ccccc1	-2.5
COc1ccc2c3c([nH]c2c1)[C@@H](CO)N(C(=O)Cc1ccccc1)CC31CCN(C)CC1	-9.2[25 µM]
Cn1c(=O)n(CC(=O)NCC2CCCO2)c(=O)c2c3c(sc21)CCCC3 (stereo unspecified)	-0.8
O=C(N/N=C/c1c(-c2ccccc2)[nH]c2ccccc12)c1cccnc1	-64.7
O=C(NCC(c1cccnc1)N1CCOCC1)c1cccc(Cl)c1 (stereo unspecified)	4.9
Cc1ccc(S(=O)(=O)NCCC(=O)NCC(c2cccs2)N2CCOCC2)cc1 (stereo unspecified)	13.0
Cc1cc(C(=O)CSc2nnc(CCC(N)=O)n2C)c(C)n1C1CC1	1.4
CC(C)COC(=O)N(C)C[C@H]1OCc2ccccc2-c2ccccc2C(=O)N([C@H](C)CO)C[C@@H]1C	-9.6[25 µM]
COc1cccc(NC(=O)C(C)OC(=O)CCCNC(=O)c2ccc(Cl)cc2)c1 (stereo unspecified)	-7.5
Cc1ccc2cccc(Oc3ncnc4sc(C)c(C)c34)c2n1	11.1
COc1cc(OC)nc(Nc2nc(C(N)COCc3ccccc3)cs2)n1 (stereo unspecified)	8.9
Cc1csc(=O)n1CC(=O)OCC(=O)Nc1ccc(F)c(F)c1	-0.7
O=C(NCCCN1CCCC1=O)c1cccc(S(=O)(=O)NCc2ccccc2)c1	1.2
NC(=O)Cn1nnc(-c2ccc(CN3CCCCC3)cc2)n1	19.7
COC(=O)CCCCNC(=O)Nc1ccccc1	11.5
CCCNC(=O)N1CC(=O)N2[C@H](C1)[C@H](c1ccc(C#CCC3CCCC3)cc1)[C@@H]2CO	12.7[25 µM]
Cc1ccc(NS(=O)(=O)c2ccc3c(c2)CCC(=O)N3)cc1	5.6
CO[C@@H]1CN(C)C(=O)c2ccc(NC(=O)Nc3c(C)noc3C)cc2OC[C@H](C)N(CCC(F)(F)F)C[C@H]1C	-3.7[25 µM]
O=C(NCCc1nc2ccccc2[nH]1)Nc1ccccc1	-0.7
CN(C)S(=O)(=O)N1CCC(CCCC2CCN(S(=O)(=O)N(C)C)CC2)CC1	18.7
CC(C)C#Cc1ccc([C@@H]2[C@@H](CO)N(C(=O)C3CC3)[C@H]2C#N)cc1	-2.3[25 µM]
CN(C)S(=O)(=O)N1CCC(Oc2cccc(C(=O)N3CCCCCCC3)c2)CC1	9.9
COc1ccc(C(=O)N2CCOCC2)cc1S(=O)(=O)N1CCCc2ccccc21	10.4
Cc1ccc(S(=O)(=O)NCC(=O)OCC(=O)N2CCN(C(=O)c3ccco3)CC2)cc1C	-6.2
CO[C@H]1CN(C)C(=O)c2ccc(NC(=O)C3CCCCC3)cc2OC[C@@H](C)N(C)C[C@@H]1C	3.6
O=C(NCCCN1CCOCC1)c1ccc(S(=O)(=O)Nc2ccccc2F)cc1	-3.1
O=C(COC(=O)CNS(=O)(=O)c1ccc2ccccc2c1)Nc1ccc2c(c1)OCO2	-3.9
CN(C)C(=O)c1cccc(-c2ccccc2[C@@H]2[C@@H](C#N)N(C(=O)C3CCCCC3)[C@@H]2CO)c1	8.5[25 µM]
O=C1CC2(CCN(S(=O)(=O)c3ccccc3)CC2)Oc2ccccc21	2.4
COc1ccc(C(=O)NNC(=O)Cc2coc3cc(OC)ccc23)cc1	3.4
CCOC(=O)c1sc2nc(N3CCOCC3)c3c(c2c1N)CCC3	-14.7
NCc1ccc2[nH]c(=O)[nH]c2c1	6.8
O=C(Cc1nnc(NC(=O)c2ccccc2)s1)N/N=C/c1ccc(O)cc1	-1.4
CNC[C@@H]1OCc2cn(nn2)CCCC(=O)N([C@@H](C)CO)C[C@@H]1C	8.5[25 µM]
C[C@@H]1CN([C@H](C)CO)C(=O)c2ccccc2-c2ccccc2CO[C@@H]1CN(C)S(=O)(=O)c1ccccc1F	-3.3

Other entries follow:
SMILES	BL2 CD40 inh
CC(C)c1cn(CC[C@@H]2CC[C@@H](NC(=O)C3CCCCC3)[C@@H](CO)O2)nn1	1.5
O=C(CCN1CCC2CCC(C2)C1)c1ccc(F)cc1 (stereo unspecified)	-2.6
COc1ccc(CCN2CC(C(=O)OCC(=O)NCc3ccccc3Cl)CC2=O)cc1OC (stereo unspecified)	-3.1
Cc1ccc(N)cc1S(=O)(=O)N(C)C	13.4
O=C(CCc1ccccc1Cl)Nc1cc(S(=O)(=O)N2CCOCC2)ccc1N1CCCC1	-10.2
CCC(=O)N(CC)Cc1cc(=O)[nH]c2ccccc12	4.9
CCN1CCN(C(c2ccc(OC)cc2)c2nnnn2Cc2ccc3c(c2)OCO3)CC1 (stereo unspecified)	-1.8
CN(C)C(=O)c1cccc(-c2ccc([C@H]3[C@@H](CO)N(C(=O)C4CCC4)[C@H]3C#N)cc2)c1	-2.9
CC(=O)c1ccc(N2CCN(C(=O)c3ccc4[nH]c(C)c(C)c4c3)CC2)cc1	-21.1
CCOC(=O)c1ccc(NC(=O)Nc2ccn(C)n2)cc1	-30.5

A second format for six compounds above.
structure | BL2 CD40 inh
CCC(=O)N(CC)Cc1cc(=O)[nH]c2ccccc12 | 4.9
CN(C)C(=O)c1cccc(-c2ccc([C@H]3[C@@H](CO)N(C(=O)C4CCC4)[C@H]3C#N)cc2)c1 | -2.9
COc1ccc(CCN2CC(C(=O)OCC(=O)NCc3ccccc3Cl)CC2=O)cc1OC (stereo unspecified) | -3.1
CC(C)c1cn(CC[C@@H]2CC[C@@H](NC(=O)C3CCCCC3)[C@@H](CO)O2)nn1 | 1.5
CC(=O)c1ccc(N2CCN(C(=O)c3ccc4[nH]c(C)c(C)c4c3)CC2)cc1 | -21.1
Cc1ccc(N)cc1S(=O)(=O)N(C)C | 13.4

Following part
SMILES	BL2 CD40 inh
COc1ccccc1NC(=O)N1C[C@@H]2[C@H](c3ccccc31)[C@@H](CO)N2CC1CCOCC1	-8.2[25 µM]
CCc1cc(C(=O)OCC(=O)NCCc2ccccc2)sc1C	6.3
CCOC(=O)CC1C(=O)NC2CCCCC2N1C(=O)Nc1ccc(Cl)cc1 (stereo unspecified)	11.1
O=C(O)c1cnc(-c2ccccc2)nc1Sc1ccccc1	3.5
Cc1cccc(CCNC(=O)C2CCN(S(=O)(=O)c3c(C)nn(C)c3C)CC2)c1	2.7
NC(=O)NC(Cc1ccccc1)C(=O)NNC(=O)COc1ccccc1Cl (stereo unspecified)	-0.8
CCOC(=O)c1ccc2[nH]c3c(c2c1)CN(C)CC3	-5.4
C[C@@H]1CN([C@H](C)CO)C(=O)c2ccccc2-c2ccccc2CO[C@@H]1CN(C)C(=O)C1CC1	-13.8
C[C@H]1CN([C@@H](C)CO)C(=O)CCCn2nncc2CO[C@@H]1CN(C)S(=O)(=O)c1ccc(-n2cccn2)cc1	8.1[25 µM]
Cc1sc2ncnc(-n3cnc4ccccc43)c2c1C	1.0
Cc1ccc(S(=O)(=O)NNC(=O)c2ccc(NC(=O)C3CC3)cc2)cc1	0.2
CCCNC(=O)N1[C@H](CO)[C@H]2c3ccccc3N(C(=O)Nc3ccccc3)C[C@H]21	-18.5
CO[C@H]1CN(C)C(=O)c2cc(NS(=O)(=O)c3cccc(Cl)c3)ccc2OC[C@@H](C)NC[C@@H]1C	-1.9[25 µM]
CC(=O)N1C[C@@H]2C(c3ccc(Br)cc3)[C@H](C1)N2Cc1ccc(F)cc1 (stereo partly specified)	4.5&-2.3
Cn1c(=O)c2c(nc(NCc3ccccc3)n2CCCc2ccccc2)n(C)c1=O	7.5
O=C(c1cccnc1)N1C[C@H]2[C@@H](c3ccccc31)[C@@H](CO)N2C(=O)Nc1cccc(F)c1	4.2[25 µM]
Cc1noc(C)c1NC(=O)N(C)C[C@@H]1OCc2ccccc2-c2ccccc2C(=O)N([C@@H](C)CO)C[C@@H]1C	-5.9[25 µM]
CC(=O)Nc1cccc(C(=O)OC(C)C(=O)NC(=O)NC2CCCCC2)c1 (stereo unspecified)	2.1
Cc1noc(C)c1NC(=O)Nc1ccc2c(c1)CC(=O)N([C@H](C)CO)C[C@@H](C)[C@H](CN(C)S(=O)(=O)c1cccs1)O2	-2.2[25 µM]
Cc1ccc2cc(/C=N/NC(=O)CN3CCCCC3)c(Cl)nc2c1	-47.7
CSc1ncc(C(=O)Nc2ccc(C(C)=O)cc2)c(-c2ccccc2)n1	-42.1
CCN(CC)S(=O)(=O)c1ccc(-c2nnc3sc4cccc(C)c4n23)cc1	18.2
COCCNC(=O)C1CCCN(C(=O)c2ccnc(Cl)c2)CC1 (stereo unspecified)	2.8
CCC(=O)N1[C@H](CO)[C@@H](c2ccccc2)[C@@H]1CN(CC)C(=O)c1cccc(F)c1	-6.4[25 µM]
O=C1NCCN1CCNS(=O)(=O)c1ccc2ccccc2c1	-1.4
O=C(OCC1COc2ccccc2O1)c1c(F)cccc1F (stereo unspecified)	-40.7
C[C@H]1CCCCO[C@H](CN(C)S(=O)(=O)c2ccc(F)cc2)[C@@H](C)CN([C@@H](C)CO)C(=O)c2cc(N(C)C)ccc2O1	-4.8[25 µM]
Cc1ccc2c(c1)S(=O)(=O)c1ccc3ccccc3c1N2	9.6
CC(C)OC(=O)N(C)C[C@@H]1OCc2ccccc2-c2c(n(C)c3ccccc23)C(=O)N([C@H](C)CO)C[C@@H]1C	3.1

Bioassay records: PubChem BioAssay, Broad Institute

Only part of the results is shown (hit frequency here may not be typical).
